High-throughput results deposited in PubChem by several laboratories.
TR-FRET SRC-2 ct: counter-screen for PPARgamma SRC-2 recruitment agonists: TR-FRET artefact; hits give high values; TR-FRET ratio at 8 µM; 0.4% of 200,000 active; AID 1049; in the data active = TR-FRET ratio above about 2000; note: inactives centre near 1500; reference of the scale not given here
bIAP inhibitor: blocks bovine intestinal alkaline phosphatase activity; purified bovine IAP, CDP-star luminescence, 30 min; inhibition, % at 20 µM; 190,000 tested, under 10 active; AID 1019;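 active = over 50% inhibition of intestinal alkaline phosphatase at 20 µM in the single-dose screen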
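Assay system: bovine IAP enzyme; medium: DEA buffer 100 mM, pH 9.8, with MgCl2 1.0 mM, ZnCl2 0.02 mM; doses: 20 µM single dose; incubation: enzyme reaction for 30 min at room temperature; detection: CDP-star luminescence signal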
RAM network inh: inhibitors of the yeast RAM network | inhibition, % at 50 µM | AID 868 | 1.8% of 190,000 active | S. cerevisiae dse1pr::URA3 reporter, 5-FOA growth OD615, 2 d; analog-sensitive cbk1-as2 kinase mutant strain;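 active = inhibition above a set limit, 3 SD over mean compound inhibition, cut at about 8.4% in these data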;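 note: 0% = DMSO-only wells with no growth and 100% = 10 µM 1-NA-PP1 full growth; inhibition rescues growth on 5-FOA so higher OD means more RAM inhibition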
PPARg SRC3 recr: promotes SRC-3 coactivator recruitment by human PPARgamma | activation, % at 8 µM | 0.26% of 200,000 active | biochemical PPARgamma/SRC-3 coactivator recruitment assay | P37231; in the data active = activation above about 23%;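 note: 0% = DMSO and 100% = reference agonist; some compounds past the cut are filed as inactive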
Target sequence (P37231 whole entry, looked up): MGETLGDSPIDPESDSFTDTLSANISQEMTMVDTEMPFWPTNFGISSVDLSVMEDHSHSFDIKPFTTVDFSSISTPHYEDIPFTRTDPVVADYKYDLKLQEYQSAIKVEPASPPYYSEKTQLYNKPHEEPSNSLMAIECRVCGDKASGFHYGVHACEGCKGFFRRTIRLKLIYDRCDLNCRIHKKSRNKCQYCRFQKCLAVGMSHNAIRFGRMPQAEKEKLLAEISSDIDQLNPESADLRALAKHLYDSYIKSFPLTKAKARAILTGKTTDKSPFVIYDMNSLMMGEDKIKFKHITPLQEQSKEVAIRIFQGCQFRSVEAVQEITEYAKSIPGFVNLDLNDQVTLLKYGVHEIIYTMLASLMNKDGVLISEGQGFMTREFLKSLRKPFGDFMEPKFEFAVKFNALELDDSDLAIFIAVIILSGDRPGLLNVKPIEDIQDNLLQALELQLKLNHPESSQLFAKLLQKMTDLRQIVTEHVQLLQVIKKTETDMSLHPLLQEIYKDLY
Redox H2O2 prof: compounds producing H2O2 with reducing agent – biochemical, NIH compound library profiling, artefact control for MLSCN library redox annotation, primary screen | DTT-dependent redox cycling H2O2, phenol red/HRP absorbance; 100% = 100 µM peroxide control, 0% = buffer | activation, % at 10 µM | 0.03% of 200,000 active | AID 878;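 active = activation of at least 50% relative to the plate's high and low controls in the primary single-dose screen; inactive = activation below 50%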;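 note: compound incubated with DTT at 0.8 mM final as the reducing agent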
L major viab: reduces viability of Leishmania major promastigotes; resazurin fluorescence viability; inhibition, % at 10 µM; 9% of 200,000 active; AID 1063; in the data active = inhibition above about 50%;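 note: promastigotes grown with compound for 44 hours at 28 °C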
HMGR II inh: blocks class II HMG-CoA reductase of Enterococcus faecalis; purified E. faecalis HMGR, NADPH absorbance 340 nm kinetic; 0.41% of 190,000 active; AID 1066; inhibition, % at 10 µM;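 active = inhibition above a set limit, the median over all tested compounds plus 3 SD, cut at about 9.5% in these data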;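 note: enzyme runs in reverse so mevalonate oxidation gives rising NADPH absorbance; 0% = complete reaction with DMSO and 100% = background rate lacking mevalonate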
S1P3 antagonist: S1P3 (human) receptor antagonism; 0.27% of 170,000 active; inhibition, % at 4.98 µM; CHO S1P3 NFAT-BLA reporter, FRET fluorescence, antagonist mode; Q99500;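 active = inhibition above the plate cutoff, the mean inhibition of test wells on that plate plus 3 SD, cut at about 28% in these data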;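 note: cells challenged with S1P at its EC80 of 0.8 µM; blue over green emission ratio from cleaved BLA substrate after 4 h stimulation; 0% = S1P-stimulated wells and 100% = unstimulated DMSO-only wells; some compounds past the cut are filed as inactive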
Target sequence (Q99500 whole entry, looked up): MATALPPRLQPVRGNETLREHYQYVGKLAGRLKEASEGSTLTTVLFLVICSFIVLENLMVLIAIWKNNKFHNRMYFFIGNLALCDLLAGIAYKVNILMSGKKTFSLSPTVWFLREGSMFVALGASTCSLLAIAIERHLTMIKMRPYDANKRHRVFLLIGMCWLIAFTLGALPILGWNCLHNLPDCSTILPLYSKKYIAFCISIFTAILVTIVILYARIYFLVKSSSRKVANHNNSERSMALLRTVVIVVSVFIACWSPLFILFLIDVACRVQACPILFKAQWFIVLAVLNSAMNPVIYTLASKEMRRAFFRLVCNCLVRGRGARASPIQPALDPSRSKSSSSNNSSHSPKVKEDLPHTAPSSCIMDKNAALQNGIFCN
PPARg SRC1 recr: PPARgamma-driven SRC-1 recruitment agonism. P37231. PPARgamma-SRC-1 coactivator recruitment biochemical assay. activation, % at 8 µM. 0.41% of 200,000 active; in the data active = activation above about 19%;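 note: 0% = DMSO and 100% = reference agonist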
PPARg SRC-2 ag: promotes SRC-2 coactivator recruitment by human PPARgamma; P37231; PPARgamma LBD-SRC-2 recruitment, biochemical; activation, % at 8 µM; 0.34% of 200,000 active; AID 1032; in the data active = activation above about 22%;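 note: 0% = vehicle and 100% = reference agonist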
ROMK mod: modulates human ROMK potassium channel activity. P48048. Tet-inducible ROMK, thallium flux fluorescence; actives lie on both sides. B-score at 10 µM. 2% of 130,000 active. AID 1918;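 active = signal ratio slope over the read window, or its plate-corrected B-score, at least 3 SD from the plate mean, either direction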;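 note: B-score of the F/F0 ratio slope over 7 to 12 s after thallium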
* = called active by the depositor.

Results for N#C/C(=C/c1ccc(-c2ccc(Br)cc2)o1)C(=O)NC1CCCCC1 ?
TR-FRET SRC-2 ct: 1688; bIAP inhibitor: -1; RAM network inh: 6.5; PPARg SRC3 recr: -3; Redox H2O2 prof: 1.0; L major viab: 81*; HMGR II inh: 1; S1P3 antagonist: -10; PPARg SRC1 recr: 3; PPARg SRC-2 ag: 5; ROMK mod: -0.02

What do the screens show for `Cc1ccn(C(=O)c2ccc(NC(=O)CC(C)C)cc2)n1`?
TR-FRET SRC-2 ct: 1527; bIAP inhibitor: 5; RAM network inh: 1.0; PPARg SRC3 recr: 0; Redox H2O2 prof: 0.4; L major viab: 1; HMGR II inh: -2; S1P3 antagonist: -14; PPARg SRC1 recr: 5; PPARg SRC-2 ag: -2; ROMK mod: -1.3

Results for COc1cc(C(Nc2ccc(S(=O)(=O)N3CCC(C)CC3)cc2)C(=O)NCC2CCCO2)cc(OC)c1OC (centres undefined) ?
TR-FRET SRC-2 ct: 1523; bIAP inhibitor: 5; RAM network inh: 6.3; PPARg SRC3 recr: 2; Redox H2O2 prof: 0.1; L major viab: 3; HMGR II inh: -2; S1P3 antagonist: -9; PPARg SRC1 recr: -1; PPARg SRC-2 ag: 4; ROMK mod: -0.11

Results for COn1c(-c2ccccc2)nc2ccc(Cl)cc21 ?
TR-FRET SRC-2 ct: 1448; bIAP inhibitor: 12; RAM network inh: -0.9; PPARg SRC3 recr: -2; Redox H2O2 prof: 1.6; L major viab: -3; HMGR II inh: -2; PPARg SRC1 recr: 4; PPARg SRC-2 ag: 9

How did COC(=O)CSc1ccc2nnc(CCNS(=O)(=O)c3ccccc3)n2n1 do in these assays?
TR-FRET SRC-2 ct: 1530; bIAP inhibitor: -2; RAM network inh: 2.8; PPARg SRC3 recr: 2; Redox H2O2 prof: 0.8; L major viab: -4; HMGR II inh: -1; S1P3 antagonist: 5; PPARg SRC1 recr: -1; PPARg SRC-2 ag: -2; ROMK mod: 1

What do the screens show for `O=C(Nc1ccc(S(=O)(=O)NCc2ccco2)cc1)c1ccc2ccccc2n1`?
TR-FRET SRC-2 ct: 1525; bIAP inhibitor: 10; RAM network inh: 4.5; PPARg SRC3 recr: -11; Redox H2O2 prof: 4.7; L major viab: 52*; HMGR II inh: 3; S1P3 antagonist: -1; PPARg SRC1 recr: 2; PPARg SRC-2 ag: -2; ROMK mod: -0.0069

What do the screens show for `CC(=O)c1c(C)n(C)c2ccc(OC(=O)c3ccc([N+](=O)[O-])cc3)cc12`?
TR-FRET SRC-2 ct: 1434; bIAP inhibitor: -17; RAM network inh: 5.1; PPARg SRC3 recr: 5; Redox H2O2 prof: -0.4; L major viab: -4; HMGR II inh: -1; S1P3 antagonist: -6; PPARg SRC1 recr: 3; PPARg SRC-2 ag: 12; ROMK mod: 0.043

Results for N#Cc1ccc(OCc2nnc(SCC(=O)N3CCCc4ccccc43)n2-c2ccccc2)cc1 ?
TR-FRET SRC-2 ct: 1553; bIAP inhibitor: -3; RAM network inh: 5.9; PPARg SRC3 recr: -14; Redox H2O2 prof: -0.1; L major viab: 21; HMGR II inh: -3; S1P3 antagonist: -7; PPARg SRC1 recr: -1; PPARg SRC-2 ag: -1; ROMK mod: -0.022

How did COc1ccc(C2(C(=O)Nc3cc(C)on3)CCOCC2)cc1 do in these assays?
TR-FRET SRC-2 ct: 1474; bIAP inhibitor: 5; RAM network inh: 1.1; PPARg SRC3 recr: -2; Redox H2O2 prof: 1.3; L major viab: -2; HMGR II inh: -2; S1P3 antagonist: -17; PPARg SRC1 recr: 1; PPARg SRC-2 ag: 4

Results for CCOC(=O)c1cc2c(=O)n3ccccc3nc2n(CCOC)c1=NC(=O)c1ccncc1 ?
TR-FRET SRC-2 ct: 1567; bIAP inhibitor: -1; RAM network inh: -0.2; PPARg SRC3 recr: -3; Redox H2O2 prof: 1.0; L major viab: 20; HMGR II inh: 1; PPARg SRC1 recr: 6; PPARg SRC-2 ag: -1; ROMK mod: -0.044

How did COc1cc2c(cc1O)[C@H](Cc1ccc(Oc3cc(C[C@@H]4NCCc5cc(OC)c(O)cc54)ccc3O)cc1)NCC2 do in these assays?
TR-FRET SRC-2 ct: 1402; bIAP inhibitor: 9; RAM network inh: 1.5; PPARg SRC3 recr: -3; Redox H2O2 prof: 0.3; L major viab: 3; HMGR II inh: -6; S1P3 antagonist: -13; PPARg SRC1 recr: 3; PPARg SRC-2 ag: 1; ROMK mod: -0.65

Results for CCOc1ccc2oc(C(=O)OCC(=O)NC3CC3)c(C)c2c1 ?
TR-FRET SRC-2 ct: 1332; bIAP inhibitor: 0; RAM network inh: 1.6; PPARg SRC3 recr: 0; Redox H2O2 prof: -1.1; L major viab: 0; HMGR II inh: -7; S1P3 antagonist: -2; PPARg SRC1 recr: -5; PPARg SRC-2 ag: 0; ROMK mod: -0.0068

What do the screens show for `O=C(CSc1nnc(Cc2cccs2)n1-c1ccccc1)NCc1ccc2c(c1)OCO2`?
TR-FRET SRC-2 ct: 1367; bIAP inhibitor: -1; RAM network inh: 0.5; PPARg SRC3 recr: 5; Redox H2O2 prof: 2.0; L major viab: 13; HMGR II inh: -1; S1P3 antagonist: 16; PPARg SRC1 recr: -9; PPARg SRC-2 ag: 3

Results for O=C(Nc1cc(C(F)(F)F)ccc1N1CCCCC1)c1ccco1 ?
TR-FRET SRC-2 ct: 1543; bIAP inhibitor: 19; RAM network inh: 2.5; PPARg SRC3 recr: -9; Redox H2O2 prof: 1.6; L major viab: -1; HMGR II inh: -1; S1P3 antagonist: 17; PPARg SRC1 recr: 0; PPARg SRC-2 ag: -12; ROMK mod: 0.66

What do the screens show for `Cc1ccccc1NC(=S)N1CCOCC1`?
TR-FRET SRC-2 ct: 1548; bIAP inhibitor: 6; RAM network inh: 0.3; PPARg SRC3 recr: 6; Redox H2O2 prof: -0.3; L major viab: -3; HMGR II inh: -3; S1P3 antagonist: 5; PPARg SRC1 recr: 5; PPARg SRC-2 ag: 4; ROMK mod: -0.12

Results for CCC(C)n1c(=S)[nH]c2c(sc3ccc([N+](=O)[O-])cc32)c1=O (centres undefined) ?
TR-FRET SRC-2 ct: 1659; bIAP inhibitor: -3; RAM network inh: 0.1; PPARg SRC3 recr: 0; Redox H2O2 prof: -0.1; L major viab: 7; HMGR II inh: -12; S1P3 antagonist: -4; PPARg SRC1 recr: 9; PPARg SRC-2 ag: 0; ROMK mod: 5.3*

How did Cc1ccc(NC(=O)Cc2n[nH]c(=S)n2C)cc1 do in these assays?
TR-FRET SRC-2 ct: 1528; bIAP inhibitor: 20; RAM network inh: 0.2; PPARg SRC3 recr: 6; Redox H2O2 prof: -1.7; L major viab: 13; HMGR II inh: 0; S1P3 antagonist: 3; PPARg SRC1 recr: 2; PPARg SRC-2 ag: 8

How did COc1cc(-c2nc(S(=O)(=O)c3ccc(C)cc3)c(N3CCOCC3)o2)cc(OC)c1OC do in these assays?
TR-FRET SRC-2 ct: 1685; bIAP inhibitor: -4; RAM network inh: 0.0; PPARg SRC3 recr: -5; Redox H2O2 prof: 1.4; L major viab: 25; HMGR II inh: -7; S1P3 antagonist: 10; PPARg SRC1 recr: 13; PPARg SRC-2 ag: 3; ROMK mod: 2.5

How did Cc1cc(C)cc(-n2c(N)c(C(=O)Nc3c(C)n(C)n(-c4ccccc4)c3=O)c3nc4ccccc4nc32)c1 do in these assays?
TR-FRET SRC-2 ct: 1674; bIAP inhibitor: -4; RAM network inh: 5.3; PPARg SRC3 recr: 6; Redox H2O2 prof: 0.1; L major viab: 76*; HMGR II inh: -4; S1P3 antagonist: -3; PPARg SRC1 recr: 3; PPARg SRC-2 ag: 7

What do the screens show for `CC1(C)Cc2c(sc3c4nnnn4c4nnnn4c23)CO1`?
TR-FRET SRC-2 ct: 1596; bIAP inhibitor: -2; RAM network inh: 1.5; PPARg SRC3 recr: 7; Redox H2O2 prof: -3.0; L major viab: 4; HMGR II inh: -2; PPARg SRC1 recr: 0; PPARg SRC-2 ag: 7; ROMK mod: 0.032

Results for COCC(C)n1c(C)cc(C(=O)COC(=O)C2=NN(c3ccccc3)C(=O)CC2)c1C (centres undefined) ?
TR-FRET SRC-2 ct: 1692; bIAP inhibitor: -10; RAM network inh: 1.1; PPARg SRC3 recr: 7; Redox H2O2 prof: -1.1; L major viab: -5; HMGR II inh: 0; S1P3 antagonist: -7; PPARg SRC1 recr: 7; PPARg SRC-2 ag: 11; ROMK mod: 0.51

Results for O=C(N/N=C/c1ccc(OCC2COCCO2)cc1)c1ccc(Br)cc1 (centres undefined) ?
TR-FRET SRC-2 ct: 1649; bIAP inhibitor: -8; RAM network inh: 0.4; PPARg SRC3 recr: -2; Redox H2O2 prof: -0.6; L major viab: 40; HMGR II inh: -3; S1P3 antagonist: 10; PPARg SRC1 recr: 12; PPARg SRC-2 ag: 9; ROMK mod: 0.088

What do the screens show for `CC(C)(C)C(=O)Nc1nc2c(c(=O)[nH]1)CCCC2`?
TR-FRET SRC-2 ct: 1732; bIAP inhibitor: 6; RAM network inh: 2.1; PPARg SRC3 recr: 5; Redox H2O2 prof: -0.7; L major viab: -6; HMGR II inh: -6; S1P3 antagonist: -4; PPARg SRC1 recr: 7; PPARg SRC-2 ag: 12; ROMK mod: -0.41

Results for O=C(COC(=O)C1CCCN1C(=O)C12CC3CC(CC(C3)C1)C2)c1ccc(Br)cc1 (centres undefined) ?
TR-FRET SRC-2 ct: 1636; bIAP inhibitor: 10; RAM network inh: 2.6; PPARg SRC3 recr: -2; Redox H2O2 prof: 0.1; L major viab: -4; HMGR II inh: -2; S1P3 antagonist: 7; PPARg SRC1 recr: -2; PPARg SRC-2 ag: -3; ROMK mod: -0.021

Results for CSc1cccc(CN2CCCC(CNC(=O)c3ccc(F)cc3)C2)c1 (centres undefined) ?
TR-FRET SRC-2 ct: 1417; bIAP inhibitor: 6; RAM network inh: -0.4; PPARg SRC3 recr: 2; Redox H2O2 prof: -1.4; L major viab: 77*; HMGR II inh: 1; S1P3 antagonist: -22; PPARg SRC1 recr: 8; PPARg SRC-2 ag: 1

How did COc1cc(C2C=C(C34CC5CC(CC(C5)C3)C4)NC(=S)N2)cc(OC)c1OC (centres undefined) do in these assays?
TR-FRET SRC-2 ct: 1594; bIAP inhibitor: 11; RAM network inh: 2.5; PPARg SRC3 recr: -9; Redox H2O2 prof: 0.0; L major viab: 41; HMGR II inh: -1; PPARg SRC1 recr: -1; PPARg SRC-2 ag: 3; ROMK mod: -0.26

Hits appear at their usual frequency; about 13% have a hit in one of these screens.
